Screens: PubChem, several laboratories
GalR3 antagonist: human GalR3 antagonism | HEK293 GalR3-CNG cAMP membrane potential fluorescence; galR3 body fused to GalR1 C-terminus | inhibition, % at 3 µM | 0.44% of 360,000 active | O60755;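 active means inhibition above the screen-wide average plus 3 SD, cut at about 13% in these data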;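 further: forskolin and galanin both at EC90 stimulate the cells; cAMP rise reported by CNG channel membrane potential dye signal; 0% = forskolin plus galanin with DMSO and 100% = forskolin alone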
CRFBP-R2 block: antagonists of CRF-binding protein/CRF-R2 receptor complex; HEK293 CRF-R2/CRF-BP, CRF-induced calcium fluorescence; inhibition, % at 11.8 µM; 0.59% of 350,000 active;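 active means inhibition of the ligand-induced calcium signal above about 50% at the single tested concentration, limit read from the data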
IDE act: activators of human insulin-degrading enzyme in cells | activation, % at 5.96 µM | 0.073% of 340,000 active | P14735 | AID 493087 | HEK cells, FAbeta-B cleavage, fluorescence polarization; 0% vehicle, 100% cell-free pure enzyme wells;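 active means activation above the mean of all tested compounds plus 3 SD, set per screening campaign, cut at about 17% in these data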
Target sequence (P14735 whole entry, looked up): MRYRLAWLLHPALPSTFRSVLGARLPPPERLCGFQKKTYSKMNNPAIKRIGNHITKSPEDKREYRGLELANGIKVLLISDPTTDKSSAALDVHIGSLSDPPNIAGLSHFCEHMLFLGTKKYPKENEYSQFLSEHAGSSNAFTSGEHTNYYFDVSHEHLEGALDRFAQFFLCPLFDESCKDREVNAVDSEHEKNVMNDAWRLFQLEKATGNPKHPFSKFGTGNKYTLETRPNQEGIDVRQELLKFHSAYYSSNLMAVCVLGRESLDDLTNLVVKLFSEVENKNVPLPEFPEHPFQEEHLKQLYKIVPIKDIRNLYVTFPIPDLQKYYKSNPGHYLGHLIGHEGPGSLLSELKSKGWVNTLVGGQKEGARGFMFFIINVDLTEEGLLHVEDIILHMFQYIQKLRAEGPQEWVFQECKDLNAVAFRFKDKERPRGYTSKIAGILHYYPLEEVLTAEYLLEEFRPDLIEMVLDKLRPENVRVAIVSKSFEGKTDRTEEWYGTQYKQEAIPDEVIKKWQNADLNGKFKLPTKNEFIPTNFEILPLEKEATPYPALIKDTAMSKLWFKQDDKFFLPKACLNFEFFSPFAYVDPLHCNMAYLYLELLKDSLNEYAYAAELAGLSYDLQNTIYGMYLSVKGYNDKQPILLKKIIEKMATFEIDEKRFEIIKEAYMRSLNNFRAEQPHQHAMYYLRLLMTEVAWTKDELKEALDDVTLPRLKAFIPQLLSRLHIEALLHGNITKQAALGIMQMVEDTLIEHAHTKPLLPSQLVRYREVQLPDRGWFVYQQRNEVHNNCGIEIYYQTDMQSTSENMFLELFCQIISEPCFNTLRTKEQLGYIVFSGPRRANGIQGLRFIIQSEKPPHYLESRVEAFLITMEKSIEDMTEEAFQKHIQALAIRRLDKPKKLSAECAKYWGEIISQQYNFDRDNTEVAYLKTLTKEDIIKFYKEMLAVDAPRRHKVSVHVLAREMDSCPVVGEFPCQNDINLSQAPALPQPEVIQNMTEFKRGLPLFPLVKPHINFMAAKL
* = called active by the depositor. A portion of the library; the hit share may differ from the screen's.

Every second line gives: GalR3 antagonist, CRFBP-R2 block, IDE act
1	Cc1cc(CNCCN(C)C)c(C)n1-c1cc(S(=O)(=O)N2CCOCC2)ccc1N1CCCC1
→ -3.7, 5.8, 3.1
2	CSCCC(NS(=O)(=O)c1ccc(C)cc1)C(=O)N(C)CC(=O)Nc1ccccc1Br (configuration not stated)
→ -5.8, -19.2, -0.9
3	COc1cc(C)cc2c1OC(c1ccccc1)CC2=O (configuration not stated)
→ -6.5, 16.6, 5.5
4	CCOc1ccc(NC(=O)CN(C)C(=O)c2sccc2-c2ccccc2)cc1OCC
→ -1.2, 3.3, 5.2
5	COc1ccccc1C=CC(=O)C=Cc1ccccc1OC
→ -2.5, 38.9, 9.8
6	CCOC(=O)C1CCN(C(=O)c2ccc(NS(=O)(=O)c3ccc4[nH]c(=O)[nH]c4c3)cc2)CC1
→ -3.4, 4.3, 5.8
7	COc1cc(C(C)=NNC(=O)c2ccncc2)ccc1O
→ -5.3, -2.9, 0.8
8	COc1cc(/C=C2\CCC(C)C3=C(c4cc(OC)c(OC)c(OC)c4)C(C#N)=C(N)OC32)cc(OC)c1OC (configuration not stated)
→ -2.0, -62.9, -2.0
9	COc1ccc(NC(=O)c2oc3ccccc3c2NC(=O)c2ccc(OC)c(OC)c2)c(OC)c1
→ -3.3, -0.6, 8.0
10	CCOC(=O)C1=CN(Cc2cccc(-c3ccc(Cl)nc3)c2)S(=O)(=O)N(C)C1C (configuration not stated)
→ -6.4, 5.7, 1.3
11	CC(Sc1nc2ccccc2c(=O)n1CCCN1CCOCC1)C(=O)N1CCc2ccccc21 (configuration not stated)
→ 8.4, 11.0, -0.2
12	CC1CCN(C(=O)COC(=O)CCC(=O)c2cccs2)CC1
→ -3.0, -21.8, 8.1
13	COc1cccc(N2C(=O)CC(N3CCN(S(=O)(=O)c4ccccc4[N+](=O)[O-])CC3)C2=O)c1 (configuration not stated)
→ -8.5, 1.1, 0.6
14	CC(OC(=O)c1cccc(S(=O)(=O)N(C)C)c1)C(=O)NCC(=O)Nc1ccc(F)c(F)c1F (configuration not stated)
→ 2.7, 0.4, 2.3
15	O=S1c2ccccc2Oc2ccccc21
→ -5.8, -4.2, 1.2
16	CCOc1ccccc1OCCCC(=O)N1CCN(S(=O)(=O)c2cc(F)ccc2F)CC1
→ -4.3, -1.7, -1.9
17	CC(=O)NC12CC3CC(C1)CC(C(=O)N1CCN(S(=O)(=O)c4cccc([N+](=O)[O-])c4)CC1)(C3)C2
→ -6.1, -3.4, 2.1
18	O=[N+]([O-])c1cccc(COc2ccc(CN3CCOCC3)cc2)c1
→ 0.9, 81.7*, 1.1
19	CCCc1sc(C(=O)Nc2nnc(C3CC3)s2)cc1CC
→ -6.0, -30.5, -0.1
20	CC(=O)OC1CCC2(C)C(=CCC3C4CC(=O)N(O)C(=O)C4(C)CCC32)C1 (configuration not stated)
→ -4.3, 11.4, 0.2
21	CN(C(=O)c1ccc(NC(=O)Cc2ccc(NC(=O)C3CCCN(C(=O)C4CCCC4)C3)cc2)cc1)C1CCCC1 (configuration not stated)
→ -2.9, -12.4, 6.2
22	O=C1OCCN1c1ccccc1
→ -2.0, 1.6, 6.3
23	CCOc1cc(N2CCOCC2)c(OCC)cc1NC(=O)COC(=O)c1ccc(OC)c([N+](=O)[O-])c1
→ 4.4, 1.0, -2.3
24	C#CC(CC)(CC)NC(=O)c1cc(S(=O)(=O)N2CCCCC2)ccc1N1CCOCC1
→ -0.8, 5.0, -5.8
25	Cc1cc(C(=O)c2ccccc2)cc(C)c1O
→ -3.7, -2.1, 3.6
26	CCCN1CCC(=O)NC1=S
→ -0.8, -0.5, 0.3
27	CN(C)c1nc(Cl)nc2c1nc(Cl)n2C1CCCCO1 (configuration not stated)
→ -1.2, -3.1, 5.1
28	CN(CC(=O)Nc1ccc(Cl)c(C(F)(F)F)c1)C(=O)C1CC(=O)N(CCc2ccccc2)C1 (configuration not stated)
→ -4.0, -8.3, 3.3
29	CN(C)CCC(=O)N1C/C(=C/c2ccccc2)C(=O)/C(=C\c2ccccc2)C1
→ 2.4, -34.1, -7.9
30	CCOC(=O)C(=O)NC1CC=CCC1c1ccc2c(c1)OCO2 (configuration not stated)
→ -3.7, -7.6, -2.4

31) O=C(c1cccc(S(=O)(=O)N2CCOCC2)c1)N1CCN(S(=O)(=O)c2cccc([N+](=O)[O-])c2)CC1
32) CCCN(CC(=O)Nc1ccccc1C)C(=O)c1ccc(OCc2c(C)noc2C)cc1
33) Cc1cn([C@H]2C[C@H](O)[C@@H](CCC(=O)NCCc3cnc[nH]3)O2)c(=O)[nH]c1=O
34) Cc1ccccc1NC(=O)COC(=O)c1ccc(S(=O)(=O)N2CCCCCC2)cc1
35) CC(C)[C@H](NC(N)=O)C(=O)Nc1cccc(S(=O)(=O)NC2=NCCCCC2)c1
36) CN(C)c1ccc(/C=C2/C[N+](C)(C)C/C(=C/c3ccc(N(C)C)cc3)C2=O)cc1

compound no.,31,32,33,34,35,36
GalR3 antagonist,2.5,-0.5,-2.8,-2.4,-2.9,-6.6
CRFBP-R2 block,15.0,4.1,-8.5,4.9,-0.6,-82.8
IDE act,1.6,4.5,-2.8,-0.9,6.3,-15.3

37) CC(C)C[C@H]1CNC(=S)N1CC1CCN(CCC2CCCC2)CC1
38) CC(C=NNc1ccc([N+](=O)[O-])cn1)=Cc1ccccc1
39) Cc1cc(NC(=O)COC(=O)[C@@H]2CCCN2C(=O)c2cccs2)no1
40) C#CCOCCOCCOCCNc1nc(N2CCN(C(=O)[C@H](C)n3cc(CCC(=O)O)nn3)CC2)nc(N2CCN(C(=O)[C@H](CCCCN)n3cc(CCCC)nn3)CC2)n1
41) COc1ccc(NC(=O)CN(C)CC(=O)NCCc2ccc(F)cc2)cc1
42) O=C(OCc1ccccc1)N1CCC2CC1c1c(Cl)cccc12 (configuration not stated)

compound no.,37,38,39,40,41,42
GalR3 antagonist,-7.7,-6.3,-3.3,-2.9,-1.1,-4.0
CRFBP-R2 block,-2.9,-3.0,10.7,3.7,7.0,4.1
IDE act,1.8,3.7,1.5,-0.1,2.0,-4.8

43) COc1cc(OCc2ccccc2)c(OC)c(OCc2ccccc2)c1
44) CC1CCCCC12NC(=O)N(CC(=O)Nc1ccc(Cl)c(S(=O)(=O)N3CCOCC3)c1)C2=O (configuration not stated)
45) CC(=O)N1CCN(c2ccc(Oc3nc(-c4ccccc4)nc4ccccc34)cc2)CC1
46) O=C(O)c1ccc(Oc2nc3ccccc3s2)cc1
47) O=C(Cc1cccc(NC(=O)C2CCCN(C(=O)C3CCCC3)C2)c1)Nc1ccc(C(=O)N2CCCCC2)cc1 (configuration not stated)
48) Cn1c(=S)c2[nH]c(SCc3cccnc3)nc2n(C)c1=O

compound no.,43,44,45,46,47,48
GalR3 antagonist,-3.5,-5.7,2.2,-3.7,-5.7,-4.6
CRFBP-R2 block,13.4,-10.2,-14.2,11.3,-1.3,-23.0
IDE act,3.2,-1.1,1.3,3.8,-1.3,3.1

Record cards, from the list above:
CC1CCCCC12NC(=O)N(CC(=O)Nc1ccc(Cl)c(S(=O)(=O)N3CCOCC3)c1)C2=O (configuration not stated) in the list: GalR3 antagonist = -5.7; CRFBP-R2 block = -10.2; IDE act = -1.1
O=C(Cc1cccc(NC(=O)C2CCCN(C(=O)C3CCCC3)C2)c1)Nc1ccc(C(=O)N2CCCCC2)cc1 (configuration not stated) in the list: GalR3 antagonist = -5.7; CRFBP-R2 block = -1.3; IDE act = -1.3

Further compounds follow.
49) CC(C)CC(CO)NS(=O)(=O)c1cccc(Cl)c1F (configuration not stated)
50) COc1ccc(NC(=O)CCNC(=O)c2ccc([N+](=O)[O-])cc2)cc1S(=O)(=O)N1CCOCC1
51) CCC1(CC)CNC(=O)NC1
52) O=C(C=Cc1cccs1)c1ccc(Cl)s1
53) CC(C)(C)CC(C)(C)n1nnnc1N
54) CCOC(=O)C1=CNS(=O)(=O)NC1c1cccc(O)c1 (configuration not stated)

compound no.,49,50,51,52,53,54
GalR3 antagonist,-5.8,2.9,-3.1,-6.6,4.7,-1.2
CRFBP-R2 block,-1.7,9.3,-5.5,-30.7,7.5,-9.2
IDE act,4.8,3.7,-4.1,3.3,0.5,-0.3

4 compounds out of the list, arranged by SMILES length, ascending.
51) CCC1(CC)CNC(=O)NC1
53) CC(C)(C)CC(C)(C)n1nnnc1N
52) O=C(C=Cc1cccs1)c1ccc(Cl)s1
49) CC(C)CC(CO)NS(=O)(=O)c1cccc(Cl)c1F (configuration not stated)

compound no.,51,53,52,49
GalR3 antagonist,-3.1,4.7,-6.6,-5.8
CRFBP-R2 block,-5.5,7.5,-30.7,-1.7
IDE act,-4.1,0.5,3.3,4.8

(more compounds)
55) CC1CCCCC1NC(=O)COC(=O)c1ccc([N+](=O)[O-])o1 (configuration not stated)
56) COc1ccc(C(=O)Nc2ccc(Br)cc2F)cc1S(=O)(=O)N1CCCC1
57) COc1ccc(Cl)c(CNC[C@H]2O[C@@H](n3cnc(C(N)=O)n3)[C@H](O)[C@@H]2O)c1
58) O=C(COC(=O)c1n[nH]c(=O)c2ccccc12)Nc1cccc(S(=O)(=O)N2CCOCC2)c1
59) CCCC(NCC(=O)Nc1ccccc1C(=O)NC1CC1)c1ccccc1 (configuration not stated)
60) CC(C)C[C@@H](CN)NC(=O)c1nc[nH]c1C(=O)N[C@@H](C)C(=O)CNC[C@H](CC(C)C)NC(=O)c1nc[nH]c1C(=O)N[C@@H](CC(=O)O)C(=O)O

compound no.,55,56,57,58,59,60
GalR3 antagonist,-1.6,-2.7,-2.9,1.2,-0.1,-0.1
CRFBP-R2 block,6.2,3.8,8.6,4.3,3.9,19.7
IDE act,3.9,1.6,-2.1,4.7,3.1,0.1

61) O=C(NCC1COc2ccccc2O1)c1cccc(S(=O)(=O)N2CCN(c3ccccc3)CC2)c1 (configuration not stated)
62) O=C(COC(=O)Cn1[nH]c(=O)c2ccccc2c1=O)Nc1ncc(Cl)cc1Cl
63) CCC1(O)CCCC2C3CCC4CC(=O)CCC4(C)C3C(=O)CC21C (configuration not stated)
64) O=C(c1ccccc1)C(CN1CCCCC1)c1ccccc1 (configuration not stated)
65) CC(C)(C)CC(C)(C)N=C1Nc2cc(Cl)c(Cl)cc2NC12C[C@H]1CCC(=O)N3CC[C@@H](C2)[C@@H]13 (some centres not stated)
66) O=C(Cc1ccc(NC(=O)C2CCN(C(=O)C3CC3)CC2)cc1)Nc1cccc(C(=O)N2CCCC2)c1

compound no.,61,62,63,64,65,66
GalR3 antagonist,-3.1,-3.0,-3.0,0.0,-4.9,-5.5
CRFBP-R2 block,-16.7,-1.1,-11.8,3.5,-14.6,20.2
IDE act,1.8,-0.6,5.1,0.2,5.1,3.8

Look-ups from the results shown:
O=C(Cc1ccc(NC(=O)C2CCN(C(=O)C3CC3)CC2)cc1)Nc1cccc(C(=O)N2CCCC2)c1 in CRFBP-R2 block: 20.2
CCC1(O)CCCC2C3CCC4CC(=O)CCC4(C)C3C(=O)CC21C (configuration not stated) in CRFBP-R2 block: -11.8
CC(C)(C)CC(C)(C)N=C1Nc2cc(Cl)c(Cl)cc2NC12C[C@H]1CCC(=O)N3CC[C@@H](C2)[C@@H]13 (some centres not stated) in GalR3 antagonist: -4.9

Additional entries follow:
67) CN1CCC2CC1c1cc(-c3ccc(C(F)(F)F)cc3)ccc12 (configuration not stated)
68) CCOC(=O)c1c(CN2CCNCC2)nc2ccc(Cl)cc2c1-c1ccccc1
69) O=c1[nH]cnc2c1ccn2C1OC(CO)C(O)C1O (configuration not stated)
70) Cc1c(/C(O)=C2\C(=O)C(=O)N(CCCN(C)C)C2c2ccco2)cnn1-c1ccccc1 (configuration not stated)
71) CC(=O)Nc1ccc(NC(=O)COC(=O)c2ccc(S(=O)(=O)N(C)c3ccccc3)cc2)cc1
72) CCOc1cc2c(cc1O)CCC1C2CCC2(C)C(O)CCC12 (configuration not stated)

compound no.,67,68,69,70,71,72
GalR3 antagonist,-6.0,-8.1,-6.2,-6.6,-0.3,-2.3
CRFBP-R2 block,-15.4,-9.6,1.2,11.6,38.9,-30.5
IDE act,-0.6,0.4,-0.7,5.1,-2.2,5.2

73) Nc1ccccc1/C=C/c1ccccc1N
74) Cc1ccc(NC(=O)CSc2ccccc2)cc1S(=O)(=O)N1CCOCC1
75) CCN(C(=O)COC(=O)C1COc2ccccc2O1)c1c(N)n(Cc2ccccc2)c(=O)[nH]c1=O (configuration not stated)
76) CCCCn1c(N)c(N(CCOC)C(=O)CC(NC(=O)c2ccccc2Cl)c2ccccc2)c(=O)[nH]c1=O (configuration not stated)
77) Nc1ccc2c(c1)-c1ccc(F)cc1C2=O
78) Cc1ccc(-c2nnc(-c3ccc4ccccc4c3)o2)cc1

compound no.,73,74,75,76,77,78
GalR3 antagonist,-1.2,5.0,-5.2,-6.5,-2.1,-7.6
CRFBP-R2 block,-9.6,-9.0,8.0,-3.9,6.7,-6.3
IDE act,2.0,0.9,0.8,-2.7,-8.6,-1.5

79) Cc1cccc(NC(=O)Cc2nc(-c3c[nH]c(C(=O)N4CCCC4)c3)cs2)c1
80) COc1ccc(OC)c(NS(=O)(=O)c2cc3c4c(c2)CCN4C(=O)CC3)c1
81) COc1ccc(N2CCN(C(=O)COC(=O)CSc3ccccc3)CC2)cc1
82) Cc1cn(C2CCCCC2)c(=O)[nH]c1=O

compound no.,79,80,81,82
GalR3 antagonist,-4.8,-2.1,-3.3,-2.8
CRFBP-R2 block,-11.2,-1.1,9.4,2.6
IDE act,0.7,-3.6,0.5,4.3
